Assay outcomes (PubChem BioAssay)
CFTR F508del cor = F508del CFTR correction, initial screen, CFBE line, single point | CFBE cells, YFP halide quenching; stimulated with forskolin plus potentiator P3; % fluorescence drop versus neutral controls | activity (quench increase), % at 7.58 µM | hit rate 0.36% among 350,000 | AID 720511, 2013;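 active = mean added fluorescence quench of at least 8% versus neutral control, with both replicates also reaching 8%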;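 note: cells transiently co-express mutant CFTR-F508del with the halide-sensitive YFP; corrector assay measuring rescue of mutant channel to the surface after 24 h compound exposure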
FN deposition inh = inhibitors of fibronectin matrix deposition, primary screen, AH1F cells, Alexa488-fibronectin fluorescence, plate reader. AH1F fibroblasts, overnight. inhibition, % at 12.6 µM. hit rate 0.086% among 350,000;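 active = mean inhibition across replicates of 30% or more, regardless of how many single replicates reach that level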;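 note: positive control wells lacked labelled fibronectin entirely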
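Assay system: AH1F fibroblast monolayer, labelled fibronectin deposition. Amount: 10000 cells per well. Also added: labelled fibronectin 24 nM. Compound: single-point pinned compound. Incubation: cell attachment 1 h, compound and FN exposure overnight. Detection: fluorescence after three HBSS washes, excitation 485 nm, emission 525 nm. Read-out: inhibition of fibronectin deposition signal.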
PGC1a acetyl inh = inhibitors of PGC1a acetylation signal, primary screen, cell-based, U2OS, AlphaScreen, inhibitor mode | AlphaScreen anti-acetyl-lysine; with virally co-expressed GCN5 acetyltransferase | inhibition, % at 15.6 µM | hit rate 0.17% among 350,000;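 active = every replicate shows inhibition of at least 40%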;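 note: 0% = neutral control wells and 100% = positive control wells; some results beyond the cut were filed as inactive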
C2C12 statin = suppressors of statin myotoxicity in C2C12 myotubes, primary screen, cell-based, single point, plate reader; C2C12 myotubes + simvastatin, ATP luminescence, 48 h; scaled: DMSO 0, geranylgeraniol control 100; rescue of ATP level, % at 7.49 µM; hit rate 0.78% among 330,000; AID 602340, 2012;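 active = mean ATP rescue above about 67%, or every replicate alone reaching that limit, limit read from the data, passing the limit was not always enough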;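 note: myotubes were challenged with 10 µM simvastatin during compound exposure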
PglD DTNB = C. jejuni PglD acetyltransferase inhibitors, primary screen, biochemical, DTNB colorimetric, single point; inhibition, % at 12.5 µM; purified PglD enzyme, DTNB colorimetric CoA detection; AID 602405, 2012; hit rate 0.098% among 360,000; UDP-N-acetylbacillosamine N-acetyltransferase PglD (Campylobacter jejuni); in the data active = inhibition above about 16%, passing the limit was not always enough; note: strong numbers were not always called active
Cneo AK release = Cryptococcus neoformans cell lysis inducers, primary screen, AK release luminescence, single concentration; AID 651654, 2012; C. neoformans lysis, adenylate kinase release luminescence, 4 h; normalised: neutral wells 0, clomiphene wells 100; hit rate 0.2% among 360,000; lysis activity, % at 15 µM;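 active = mean lysis activity across replicates of at least 80%, whatever share of replicates individually reach that level; inactive = mean lysis activity below 80%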
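Assay system: C. neoformans cells. Amount: yeast cell density of 5 × 10^6 cells/mL. Technique: AK luminescence. Buffer or medium: YPD. Times: static 4 h at 37 °C with compound, 1 h detection. Dosing: single-point compound dose. Read-out: lysis from increased AK signal.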
miR122 inh = miR-122 Renilla sensor signal increase in Huh7, primary screen, miR-122 inhibitor project, cell-based, single point, plate reader. Huh7 miR-122 Renilla luciferase sensor, 48 h; neutral wells = 0, positive control = 100. activation (reporter increase), % at 12.5 µM. hit rate 0.3% among 340,000. AID 602342, 2012;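 active = mean replicate activation score at least 90 and every replicate individually at or above 90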;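 note: higher luciferase means less miR-122 activity so hits act as miR-122 inhibitors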
INS-1E GSIS act = GLuc luminescence reporter in INS-1E cells, primary screen for activators of glucose-dependent secretion of insulin | hit rate 0.61% among 370,000 | activation, % at 16.6 µM | AID 743287, 2014 | INS-1E GLuc reporter insulin secretion, 2-3 h;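 active = lowest replicate activation of at least 40%, so every replicate reaches that level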;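 note: 0% = median of neutral control wells and 100% = median of IBMX positive control wells; some compounds called inactive have numbers as strong as hits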
Active calls of the source: *; x = not tested or not shown; & = joins results of further samples; [ ] = dose if it differs, or a comment.

Short forms: A = CFTR F508del cor; B = FN deposition inh; C = PGC1a acetyl inh; D = C2C12 statin; E = PglD DTNB; F = Cneo AK release; G = miR122 inh; H = INS-1E GSIS act
1	CCOC(=O)N1CCC2(CC1)C(C#N)=C(N)Oc1n[nH]c(CSc3ccc(C)cc3)c12
  A: x | B: 1 | C: -15 | D: x | E: 7 | F: 0 | G: -3 | H: x
2	Cc1ccc(S(=O)(=O)N(Cc2cccc(C)c2)C(=O)N2CCN(C)CC2)cc1
  A: -6.3 | B: 2 | C: 4 | D: 3 | E: -3 | F: 2 | G: -7 | H: 8
3	Cc1c(NC(=O)c2cnn3c2NC(c2ccccc2)CC3C(F)(F)F)c(=O)n(-c2ccccc2)n1C (stereo not given)
  A: x | B: -3 | C: -9 | D: -4 | E: 3 | F: -8 | G: -1 | H: -10
4	COc1ccc(CNC(=O)O[C@H]2C[C@@H]3C(=O)N(c4ccccc4)C(=O)[C@@H]3[C@@H]3CN(S(=O)(=O)c4ccc(C)cc4)C[C@]23O)cc1OC
  A: 2.5 | B: 1 | C: 11 | D: -5 | E: -4 | F: 1 | G: -3 | H: -1
5	Cc1ncc2c(c1OC(=O)c1ccc([N+](=O)[O-])cc1)COC(C)(C)OC2
  A: x | B: x | C: 8 | D: -1 | E: 2 | F: 0 | G: -2 | H: -8
6	O=C(NCCSCc1ccco1)c1ccc(=O)[nH]c1
  A: -2.5 | B: 1 | C: -9 | D: 1 | E: 3 | F: 9 | G: -11 | H: x
7	CO[C@@H]1CN(C)C(=O)c2ccc(NC(=O)Nc3ccccc3F)cc2OC[C@H](C)N(C)C[C@@H]1C
  A: 1.6 | B: -1 | C: 5 | D: -16 | E: -2 | F: 54 | G: -6[16.7 µM] | H: 12
8	COC(=O)Nc1ccc(S(=O)(=O)NC2CCS(=O)(=O)C2)cc1 (stereo not given)
  A: -0.3 | B: 3 | C: 13 | D: x | E: 2 | F: -2 | G: -1 | H: 6
9	CN1C(=O)C2(CCCCC2)C1c1ccccc1 (stereo not given)
  A: -1.2 | B: -8 | C: 4 | D: -5 | E: 2 | F: -4 | G: 0 | H: 2
10	Cn1cnnc1SCC(=O)NCCc1ccccc1
  A: x | B: -7 | C: 18 | D: 8 | E: -9 | F: 0 | G: 1 | H: x
11	CC1=C/C(=N\OS(=O)(=O)c2ccccc2)C(C)=CC1=O
  A: x | B: x | C: 60* | D: x | E: -4 | F: -4 | G: -8 | H: 250
12	Cc1ccc(C23CC4CC(CC(CN)(C4)C2)C3)cc1
  A: -1.6 | B: 1 | C: -30 | D: x | E: x | F: x | G: x | H: -12
13	O=C(COC(=O)c1ccccc1C(=O)c1ccccc1)Nc1cccc([N+](=O)[O-])c1
  A: 0.0 | B: 1 | C: x | D: x | E: 2 | F: -4 | G: x | H: -18
14	O=C(CCc1nnc2ccc(N3CCC4(CC3)OCCO4)nn12)NCc1ccccc1Cl
  A: 3.0 | B: 8 | C: 3 | D: 1 | E: -3 | F: -2 | G: -9 | H: 3
15	CCC(O)c1cc2c(cc1NC(=O)c1cccs1)OCCO2 (stereo not given)
  A: x | B: x | C: -10 | D: -9 | E: 5 | F: 0 | G: 8 | H: x
16	CCc1ccc2[nH]c3nc(SCC(=O)NNC(=O)c4ccc(C(C)(C)C)cc4)nnc3c2c1
  A: x | B: 17 | C: -5 | D: -49 | E: 3 | F: -1 | G: 4 | H: x
17	COC(=O)CSc1ccc2c(N)c(C(=O)OC)sc2c1
  A: x | B: 7 | C: x | D: x | E: 5 | F: 0 | G: -3 | H: x
18	Cc1cc(Br)cn2c(Cc3ccccc3)c(-c3cccc(Br)c3)nc12
  A: 3.1 | B: -2 | C: -4 | D: 5 | E: 2 | F: 0 | G: 5 | H: -9
19	COc1ccc(C(=O)NC(=O)COC(=O)C2COc3ccccc3O2)cc1 (stereo not given)
  A: x | B: -8 | C: 5 | D: x | E: -4 | F: -1 | G: 2 | H: x
20	CCCCn1c(C)cc(C)c(S(=O)(=O)c2ccccc2C)c1=O
  A: x | B: x | C: -18 | D: 29 | E: -3 | F: -2 | G: 24 | H: x

Brought forward from above: 4 entries, followed by the next part.
Short forms: A = CFTR F508del cor; B = FN deposition inh; C = PGC1a acetyl inh; D = C2C12 statin; E = PglD DTNB; F = Cneo AK release; G = miR122 inh; H = INS-1E GSIS act
17	COC(=O)CSc1ccc2c(N)c(C(=O)OC)sc2c1
  A: x | B: 7 | C: x | D: x | E: 5 | F: 0 | G: -3 | H: x
18	Cc1cc(Br)cn2c(Cc3ccccc3)c(-c3cccc(Br)c3)nc12
  A: 3.1 | B: -2 | C: -4 | D: 5 | E: 2 | F: 0 | G: 5 | H: -9
19	COc1ccc(C(=O)NC(=O)COC(=O)C2COc3ccccc3O2)cc1 (stereo not given)
  A: x | B: -8 | C: 5 | D: x | E: -4 | F: -1 | G: 2 | H: x
20	CCCCn1c(C)cc(C)c(S(=O)(=O)c2ccccc2C)c1=O
  A: x | B: x | C: -18 | D: 29 | E: -3 | F: -2 | G: 24 | H: x
21	O=C(CC(Cc1ccccc1)C(=O)O)Nc1ccc(F)cc1 (stereo not given)
  A: 1.2 | B: 7 | C: x | D: -13 | E: -6 | F: -2 | G: x | H: 0
22	C/C(=N\NC(=O)Cc1ccccc1)c1cccnc1
  A: 3.8 | B: x | C: -5 | D: 0 | E: -1 | F: -12 | G: 3 | H: -1
23	COc1ccc(S(=O)(=O)NCc2ccccn2)c(Cl)c1Cl
  A: x | B: x | C: 0 | D: 1 | E: x | F: 0 | G: 1 | H: x
24	CNC(=O)C[C@@H]1CC[C@@H]2[C@@H](COc3ccc(NC(=O)NCc4ccccc4)cc3C(=O)N2C)O1
  A: -0.1 | B: 3 | C: -2 | D: -8 | E: 1 | F: -4 | G: -21[16.7 µM] | H: 9
25	C[C@H](CO)N1C[C@H](C)[C@H](CN(C)S(=O)(=O)c2ccc(Cl)cc2)Oc2c(NC(=O)c3ccncc3)cccc2C1=O
  A: -0.2 | B: x | C: 9 | D: -6 | E: -1 | F: 2 | G: 1[16.7 µM] | H: 4
26	CCOC(=O)c1c(C)c(C(=O)N2CCCCCC2)c(C)n1C
  A: x | B: 0 | C: -11 | D: -8 | E: 1 | F: 33 | G: 0 | H: 7
27	Cc1ccsc1C(=O)NNC(=O)COc1ccc(Br)cc1
  A: -3.0 | B: 10 | C: -4 | D: -15 | E: 3 | F: -2 | G: 0 | H: -13
28	O=c1c2ccccc2ncn1Cc1nc2ccccc2s1
  A: x | B: x | C: 7 | D: 114* | E: 3 | F: -1 | G: 37 | H: x
29	C[C@@H]1CN([C@H](C)CO)C(=O)c2cc(N(C)C)ccc2O[C@H]1CN(C)C(=O)Nc1ccc2c(c1)OCO2
  A: -2.4 | B: x | C: -9 | D: 1 | E: 1 | F: -6 | G: 1[16.7 µM] | H: 15
30	COc1ccc(NS(=O)(=O)c2ccc(-n3cnnn3)cc2)cc1OC
  A: -0.8 | B: 5 | C: 6 | D: -43 | E: 0 | F: -5 | G: 6 | H: -35
31	CC(=O)c1cccc(NC(=O)c2cc(-c3ccncc3)nc3ccccc23)c1
  A: 3.5 | B: -26 | C: -3 | D: -23 | E: -2 | F: 0 | G: 4 | H: 6
32	Cc1ccc(NC(=O)COc2cccc(/C=C3\SC(=S)N(CCC(=O)O)C3=O)c2)cc1Cl
  A: -1.4 | B: -20 | C: 5 | D: 24 | E: x | F: x | G: -3 | H: -5
33	CO[C@H]1CN(C)C(=O)c2cc(NC(=O)Nc3ccc(Cl)cc3)ccc2OC[C@@H](C)N(C)C[C@@H]1C
  A: -4.0 | B: 6 | C: -12 | D: -7 | E: -1 | F: -1 | G: x | H: -9
34	C[C@@H]1CCCCO[C@H](CN(C)Cc2ccc3c(c2)OCO3)[C@H](C)CN([C@H](C)CO)C(=O)c2cc(NS(=O)(=O)c3ccc(Cl)cc3)ccc2O1
  A: 2.2&1.4 | B: -4 | C: -5&-3 | D: x | E: -13&9 | F: 1&-7 | G: -10&5[16.7 µM] | H: 1
35	CN(C)C(=O)c1cccc(-c2ccc3c(c2)[C@@H]2[C@@H](CCN2C(=O)c2cccc(F)c2)[C@H](CO)N3C)c1
  A: -0.1 | B: 0 | C: -5 | D: 21 | E: 2 | F: -2 | G: 3[16.7 µM] | H: -9
36	Oc1ccc(N=Nc2nccs2)c(O)c1
  A: x | B: x | C: 8 | D: 19 | E: -9 | F: -2 | G: x | H: x
37	C[C@H](CO)N1C[C@H](C)[C@H](CN(C)Cc2ccc3c(c2)OCO3)Oc2ccc(NS(=O)(=O)c3cccs3)cc2CC1=O
  A: -0.7 | B: x | C: -4 | D: -49 | E: -3 | F: -1 | G: 14[16.7 µM] | H: -5
38	O=C(N[C@@H]1CC[C@H](CCn2cc(C3CCCCC3)nn2)O[C@@H]1CO)c1cccnc1
  A: -2.0 | B: -16 | C: 6 | D: 0 | E: 2 | F: -6 | G: x | H: 18
39	O=C(COc1ccc(F)cc1)NCC1(N2CCOCC2)CCCCC1
  A: -0.4 | B: -4 | C: 12 | D: -2 | E: 1 | F: 1 | G: -4 | H: 16
40	CC(C)CC#Cc1ccc2c(c1)O[C@@H](CN(C)Cc1ccccc1)[C@H](C)CN([C@@H](C)CO)S2(=O)=O
  A: 3.8 | B: 9 | C: 29 | D: x | E: x | F: x | G: 14[16.7 µM] | H: -6
41	C[C@H](CO)N1C[C@H](C)[C@@H](CN(C)C(=O)c2ccccc2)OCCCC[C@H](C)Oc2ccc(NC(=O)CCC(F)(F)F)cc2C1=O
  A: 0.6 | B: -2 | C: -3 | D: x | E: 2 | F: -6 | G: 6[16.7 µM] | H: 14
42	COc1cc([N+](=O)[O-])ccc1N/C=C/C(=O)c1cccs1
  A: x | B: x | C: -1 | D: 53 | E: -4 | F: -3 | G: -1 | H: x
43	COC(=O)c1ccc(CN2C(=O)c3ccccc3C2=O)o1
  A: -0.9 | B: 0 | C: 2 | D: -12 | E: -3 | F: 0 | G: 4 | H: -5
44	C[C@@H]1CN([C@H](C)CO)C(=O)c2cc(NS(C)(=O)=O)ccc2O[C@@H](C)CCCCO[C@H]1CN(C)S(=O)(=O)c1ccc(F)cc1
  A: -0.8 | B: x | C: 5 | D: 44 | E: -1 | F: -1 | G: 2[16.7 µM] | H: -2
45	CCNc1nc(Sc2ccc(C)cc2)cc(C(F)(F)F)n1
  A: x | B: -4 | C: -10 | D: x | E: -1 | F: -4 | G: -2 | H: x
46	COc1ccc(S(=O)(=O)Nc2cccc3c2O[C@H](CN(C)Cc2ccc(C(=O)O)cc2)[C@H](C)CN([C@H](C)CO)C3=O)cc1
  A: 1.1 | B: -9 | C: 6 | D: x | E: x | F: x | G: 2[16.7 µM] | H: 18
47	CC(=O)c1ccc(NC(=O)COC(=O)Cc2ccsc2)cc1
  A: -0.5 | B: -2 | C: -3 | D: 18 | E: 3 | F: -1 | G: -2 | H: x
48	Cc1cc(OC2CCCCC2)nc(NCc2ccccc2)n1
  A: -3.5 | B: -3 | C: -16 | D: x | E: -7 | F: -1 | G: -1 | H: 24
